# Bioassay records deposited in PubChem BioAssay by National Center for Advancing Translational Sciences (NCATS).
# HepG2 tox = HepG2 cytotoxicity, counter-screen for TGF-b inhibitors | 410,000 compounds, 0.76% hits | HepG2 CAGA-GFP viability, ATP luminescence, 18 h | Potency, µM (doses to about 46.1 µM), for inactives: top-dose activity change, negative = cytotoxicity, actives largely listed as cytotoxic; further: potency means the concentration at half of the fitted maximal effect; some results filed as inactive show a strong effect at the top dose
#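 CellTiter-Glo luminescence gave cytotoxicity after 18 hours at 37 degrees C. The cells were HepG2 CAGA-GFP in 1% FBS DMEM, stimulated with 500 pg/mL TGF-beta after compound addition. %Activity was normalised to no-cell wells (complete cell-killing) and DMSO (no toxicity), and curves were fitted and classified.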
# ATXN2 expr inh = ATXN2 expression inhibition; HEK-293 ATXN2-luciferase reporter, luminescence, 24 h; Potency, µM (series often up to 57 µM), for inactives: at the top dose activity change, negative = inhibition, actives largely listed as inhibitors; 360,000 compounds, 0.72% hits; further: potency means the concentration at half of the fitted maximal effect; on the % scale 0 is the no-effect control and ±100 the full control effect; nearly all actives have a fitted effect of over 55% in size
#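 ATXN2-luciferase reporter cells (luciferase flanked by upstream and downstream ATXN2 gene portions) were treated 24 h at 37 °C with compounds at up to 57 uM. SteadyGlo luminescence gave expression; GF-AFC fluorescence gave viability.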
# HT1080NT lethal = kills 2HG-producing HT-1080-NT fibrosarcoma cells; HT-1080-NT fibrosarcoma viability, CellTiter-Glo ATP luminescence, 48 h; Potency, µM (doses to about 46.1 µM), for the others: at the top dose activity, negative = less viability, actives largely listed as cytotoxic; 360,000 compounds, 1.6% hits; AID 686970;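 further: NT is the 2HG producing partner of a matched IDH1 knockdown line; potency means the concentration at half of the fitted maximal effect; 0% = DMSO-treated cells and -100% = media-only wells without cells; nearly all actives have a fitted effect of over 55% in size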
#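 Compounds were tested in concentration-response format on HT-1080-NT cells for 48 hours at 37 degrees C. Cell viability came from CellTiter-Glo luminescence; curves were classified by r2, response magnitude and activity.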
# MCF10A rerep = inducers of DNA re-replication in MCF 10A breast cells. MCF 10A DNA re-replication, Hoechst nuclear intensity, 48 h. Potency, µM (titrated, usually from 46.1 µM), for the others: at the top dose activity, positive = re-replication, usual class: activators. 350,000 compounds, 2.9% hits; further: potency means the concentration at half of the fitted maximal effect; % of control where 0% means no effect; nearly all actives have a fitted effect of over 50% in size
# S2 tox = reduces viability in counter-screen for ATXN expression inhibitors; S2 cells (HEK-293 line with an ATXN2-luciferase reporter) viability, CellTiter-Fluor protease fluorescence, 24 h; Potency, µM (titrated, usually from 56.7 µM), most hits filed as cytotoxic; 400,000 compounds, 0.49% hits; further: potency means the concentration at half of the fitted maximal effect; nearly all actives have a fitted effect of over 40% in size
# HT1080 IDH1KD tx = toxicity to HT-1080 IDH1 knockdown cells (counter line) | HT-1080 IDH1 knockdown viability, ATP luminescence, 48 h | Potency, µM (doses to about 46.1 µM), for inactives: top-dose activity, negative = toxicity, actives largely listed as cytotoxic | 360,000 compounds, 2% hits;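 further: potency means the concentration at half of the fitted maximal effect; 0% = DMSO wells and -100% = cell-free medium wells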
#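 Viability of IDH1-knockdown HT-1080 fibrosarcoma cells was assessed by CellTiter-Glo after 48 h at 37 °C with titrated compound; concentration-effect curves were classified by fit quality and response size.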
# SW480 rereplic = induces DNA re-replication in SW480 colon adenocarcinoma cells. 340,000 compounds, 1.8% hits. Potency, µM (doses to about 46.1 µM), for inactives: at the highest dose re-replication activation, hits mostly activators. AID 624297. SW480 DNA re-replication, Hoechst DNA content imaging, 48 h; further: potency means the concentration at half of the fitted maximal effect; % of control where 0% means no effect; nearly all actives have a fitted effect of over 55% in size
#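 Readout is total intensity of Hoechst-stained nuclei, excited at 405 nm and collected at 500-530 nm. Compound treatment lasted 48 hr at 37 C in 5% CO2 before staining.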
# IL-1B inflam inh = inhibitors of inflammasome signaling (IL-1 beta secretion). THP-1 LPS/ATP IL-1B secretion, AlphaLISA, 16 h; hits give low values. activity change, % at 57.5 µM. 360,000 compounds, 4.7% hits; in the data active means activity change below about -50%; inconclusive means mostly about -30% to -49%; further: on the % scale 0 is the no-effect control and ±100 the full control effect
#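 THP-1 cells pretreated 1 hr with compounds (up to 57.5 uM final), then stimulated with LPS (250 ng/mL final) plus ATP (1.25 mM final); secreted IL-1B measured by AlphaLISA after 16 hr, decreased signal indicating inhibition.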
# KB-3-1 tox = KB-3-1 parental cell cytotoxicity; KB-3-1 viability, CellTiter-Glo ATP luminescence, 72 h; Potency, µM (series often up to 46.1 µM), for inactives: at the highest dose activity change, negative = cytotoxic, hits mostly cytotoxic; 400,000 compounds, 1.4% hits; AID 1347075; further: potency means the concentration at half of the fitted maximal effect; on the % scale 0 is the no-effect control and ±100 the full control effect; nearly all actives have a fitted effect of over 60% in size
#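 KB-3-1 cells, DMEM (no phenol red) + 10% FBS; compound by pin transfer, 72 h, 37 °C. Readout: CellTiter-Glo luminescence after 10 min. Data normalized, curve-fitted.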
# Numbers without * were called inactive; i = inactive; ? = inconclusive; . = no result given; & = joins results of further samples; [ ] = another dose, or the depositor's remark. Unless noted, the call rests on the fitted dose curve; in most records, active means well fitted curve in the direction sought with a large enough effect; inconclusive means small, poorly fitted or top-dose-only effect, or another doubt; inactive means no such curve, though single readings can be large; an effect the other way counts as inactive or inconclusive. Rows were taken by chance; 8.9% or so of the library scored in one or more.
nr	compound	IL-1B inflam inh	KB-3-1 tox	ATXN2 expr inh	HT1080NT lethal	HT1080 IDH1KD tx	S2 tox	SW480 rereplic	MCF10A rerep	HepG2 tox
1	COc1ccccc1NC(=O)CCN1C(=O)C2CC=CCC2C1=O (configuration not stated)	-7	7%	4%	17%	19%	i	4%	4%	3%
2	COc1cccc(C2=NOC(C(=O)Nc3ccc4c(c3)OCO4)C2)c1OC (configuration not stated)	10	-10%	.	-1%	1%	?	-13%	13%	-1%
3	O=C(CCC(=O)N1CCOc2ccccc21)NCCCN1CCCCC1	-14	24%	6%	11%	1%	i	-6%	3%	-58%
4	CCOc1ccc(/C=C2\CCC(C3CCCC3)C2=O)cc1OC (configuration not stated)	-16	-7%	.	15%	0%	i	-15%	-14%	-1%
5	CCC(CC)NC(=O)Cc1ccc(F)cc1	9	-1%	8%	6%	14%	i	-7%	0%	6%
6	OCCN(CCO)c1cc2c3ccccc3ccc2c2ccccc12	-65*	-19%	?	?	?	i	?	?	-17%
7	O=c1c2c(nc3n1CCCCC3)-c1ccccc1CC21CCCC1	12	9%	3%	?	?	i	5%	?	-26%
8	Cc1ccccc1-c1cc(C(=O)NCc2cccc(C(F)(F)F)c2)n(CC2CC(c3cccnc3)=NO2)n1 (configuration not stated)	?	-3%	?	-3%	-13%	i	2%	28%	2%
9	COc1ccc(CN2C(=O)C(CC(=O)NCc3cccs3)CC(C(=O)N(C(C)C)C(C)C)=C2C)cc1 (configuration not stated)	19	-9%	1%	13%	3%	i	.	.	-1%
10	CCOc1ccccc1NC(=O)Cn1nc2c3cc(F)ccc3n(Cc3cccc(C)c3)cc-2c1=O	.	0%	16%	.	.	i	.	.	16%
11	CCOC(=O)c1ccc2nc(NC(=O)c3ccco3)sc2c1	-4	-1%	36%[activator]	-23%	?	i	?	21µM*	-54%
12	Nc1c(Cl)cc(C2=NCCn3c2c2ccc([N+](=O)[O-])cc2[n+]3[O-])cc1Cl	-1	?	?	-13%	-12%	?	?	?	-35%
13	CCOC(=O)c1cnc(SC)nc1Oc1cccc(NS(=O)(=O)c2ccccc2)c1	3	-15%	4%	-1%	1%	i	21%	24%	-11%
14	CS(=O)(=O)n1nc(-c2ccco2)nc1NCc1ccccc1Cl	.	-14%	7%	.	.	i	.	.	-41%
15	Cc1ccc(CNC(=O)C2CCN(S(=O)(=O)c3cccnc3)CC2)cc1	12	5%	.	4%	5%	i	-9%	2%	-6%
16	Cc1ccccc1OCCC(=O)N1CCN(S(=O)(=O)c2ccccc2F)CC1	-14	?	3%	-1%	-2%	i	-2%	19%	-5%
17	O=C(CCCCn1c(=O)c2ccccc2n(Cc2ccc(Cl)cc2)c1=O)NCc1ccco1	9	15µM*	-19%	?	-17%[9.24 µM]	i	?	?	-19%
18	CCOC(=O)c1ccc(NC(=O)C2CCN(S(=O)(=O)c3ccccc3)CC2)cc1	6	0%	-32%	0%	0%	i	-5%	-2%	1%
19	Cc1cc(=O)oc2cc(Oc3ccc(C(N)=O)cc3[N+](=O)[O-])ccc12	-15	-10%	.	-1%	-1%	i	-16%	13%	-26%
20	Cc1c(C(=O)N/N=C/c2cccc(O)c2)nnn1-c1nonc1N	-22	-11%	9%	12%	12%	i	-3%	-14%	1%
21	Cc1nn(C(=O)c2cccc(Cl)c2)c(C)c1S(=O)(=O)N1CCOCC1	.	-1%	2%	.	.	i	.	.	24%
22	CC(C)OCCCn1c(=NC(=O)c2cccs2)c(C#N)cc2c(=O)n3ccccc3nc21	16	0%	-5%	2%	7%	.	21µM*	12µM*	-15%
23	O=C(Nc1ccc2c(c1)nc1n2CCN(Cc2ccccc2)C1)NC1CCCCC1	-12	-4%	-6%	?	-5%	i	-3%	2%	-23%
24	Cc1ccc(S(=O)(=O)N(C)c2ccc(OC(=O)c3cccs3)cc2)cc1	-14	-4%	-1%	2%	-9%	i	8%	-1%	-25%
25	Cc1ccc(-c2nn(-c3ccccc3)cc2CNCc2ccccc2)cc1	-80*	?	-13%[11.3 µM]	16µM*	23µM*	?	-10%	?	-104%
26	CCN(c1ccc(NC(=O)CCNC(=O)c2ccco2)cc1)C(C)C	-1	8%	.	3%	0%	i	2%	6%	-1%
27	COc1ccc(N=Cc2[nH]c3ccccc3c2O)cc1	35	-1%	14%	-3%	-14%	i	-2%	11%	-4%
28	O=C(COC(=O)c1ccccn1)NCc1ccc(Cl)cc1Cl	0	5%	8%	15%[9.24 µM]	8%	i	3%	1%	3%
29	CCn1c(SCC(=O)NC2CC2)nnc1-c1ccc(C)cc1	-13	1%	-9%	1%	-1%	i	-7%	-2%	-8%
30	O=NN(C(=O)NC1CCC(C(=O)O)CC1)C1CCC(C(=O)O)CC1 (configuration not stated)	2	0%	1%	?	6%	i	.	.	0%
31	COC(=O)c1cc(-c2c(-c3cc(OC)c(OC)c(OC)c3)noc2C)cc([N+](=O)[O-])c1	15	?	-1%	-2%	-8%	i	27%	?	20%&-2%
32	COc1ccccc1NC(=O)Cc1noc(CSc2nnc(C)s2)n1	-1	26%	2%	4%	19%	i	-4%	1%	-4%
33	CCOc1ccc(/C=N/NC(=O)c2ccoc2C)cc1OC	4	-17%	36%[activator]	-24%	-14%	i	?	-2%	-24%
34	CCc1nc2ccc(C(=O)NCCCN(C)C)cn2c1N(CC)CCOC	18	0%	13%	7%	11%	i	.	.	0%
35	C=C(C)Cn1cnc2cc(C)c(C)cc21	-4	-11%	-11%	0%	-5%	i	-9%	-1%	-3%
36	O=C(CCC(=O)NNC(=O)Cc1ccccc1)NCc1ccccc1	-9	?	14%	-6%	?	i	-1%	0%	0%
37	O=C(NCc1cccs1)c1ccc(Cn2c(SCc3ccccc3)nc3cccnc32)cc1	.	-23%	-19%	.	.	?	.	.	-33%
38	COC1OC(CO)C(O)C(O)C1O (configuration not stated)	-1	0%	6%	1%	0%	i	-17%	6%	-7%
39	O=C(c1ccc(F)cc1)n1nc(-c2ccccc2)nc1NCc1ccc(F)cc1	.	?	27%	.	.	i	.	.	1%
40	Cc1ccc(-n2[nH]c(C)c(CCC#N)c2=O)cc1	-1	-3%	-12%	-1%	1%	i	-2%	-8%	18%
41	CC(=O)Nc1cc2cc(NS(=O)(=O)c3ccc(C)cc3)ccc2oc1=O	-10	-3%	-17%	0%	1%	i	9%	3%	-20%
42	COc1ccc(Nc2nc(-c3c[nH]c4ccccc34)cs2)cc1	-78*	?	122%[activator]	4%	14%	i	?	16µM*	7%
43	O=C(Nc1ccc(Cl)cc1)Nc1ccc(S(=O)(=O)Nc2ncccn2)cc1	24	-7%	-14%	-1%	-2%	i	-22%	-34%[inhibitor][9.22 µM]	-3%
44	Cc1ccc(S(=O)(=O)N2CCOCC2)cc1NC(=O)CSc1nnc2n1CCCCC2	5	10%	6%	14%	14%	i	-5%	-4%	3%
45	Cc1cc(OCc2ccccc2)ccc1/C(O)=C1/C(=O)C(=O)N(Cc2cccnc2)C1c1ccncc1 (configuration not stated)	28	5%	6%	10%	9%	i	9%	?	-58%
46	OCc1ccccc1OCCCOc1cccc2cccnc12	-18	23%	42%[activator]	-11%	6%	i	0%	?	-16%
47	COc1ccc(OCC(=O)NCCCn2ccnc2)cc1	16	5%	12%	0%	3%	i	0%	-14%	-75%
48	CN(C)/C=N/c1ncc(C(=O)c2ccc(-c3ccccc3)cc2)s1	-52*	9%	-2%	-23%	-26%	i	12%	9.2µM*	5%
49	CCS(=O)CCSc1nc2ccccc2s1 (configuration not stated)	43	14%	-17%	-4%	6%	i	-11%	2%	-1%
50	CCN1C/C(=C/c2cccs2)c2nc3ccccc3c(C(=O)O)c2C1	-7	11%	-7%	-8%	-9%	i	0%	10%	-9%

# Continuation:
nr	compound	IL-1B inflam inh	KB-3-1 tox	ATXN2 expr inh	HT1080NT lethal	HT1080 IDH1KD tx	S2 tox	SW480 rereplic	MCF10A rerep	HepG2 tox
51	Cc1cc2cc(CCNC(=O)c3cccs3)c(=O)[nH]c2cc1C	?	?	33%[activator]	-2%	-15%	?	-4%	?	-46%
52	COc1ccc(-c2noc(N3CCN(c4ccc(C)cc4)C(C)C3)n2)cc1OC (configuration not stated)	.	8%	-23%	.	.	i	.	.	-1%
53	COCCOC(=O)/C=C1/NC(=O)CS1	2	0%	-16%	0%	0%	i	-4%	-7%	-3%
54	COC(=O)N/N=C/c1cc(Cl)c(OCc2ccccc2F)c(OC)c1	-4	-4%	-26%	-29%	-27%	i	-65%[inhibitor]	?	10µM*
55	O=C(c1ccc(F)cc1)N1CCCC(c2ccccc2)C1 (configuration not stated)	-10	-20%	-28%	2%	-1%	i	1%	5%	0%
56	Cc1ccccc1NC(=O)CN1C(=O)c2ccccc2C1=O	-7	27%	1%	0%	23%	i	170%	-1%	0%
57	COC(=O)c1c(-c2ccsc2)sc2ccc(-c3cc(OC)c(OC)c(OC)c3)cc12	1	-4%	-15%	-10%	0%	i	-19%[9.22 µM]	1%	-24%
58	COCCNC(=O)C1(C)CCCN(C(=O)c2ccc(OC)cc2OC)C1 (configuration not stated)	10	0%	4%	1%	18%	i	.	.	-16%
59	O=c1[nH]c(=S)[nH]c2c1C(c1ccc(F)cc1)OC(CCOCc1ccccc1)C2 (configuration not stated)	16	0%	-2%	-14%	1%	i	.	.	-6%
60	CC(C)c1nc2cc3ccccc3cc2[nH]1	-53*	-18%	17%	-4%	-18%	i	21%	?	-35%
61	Clc1cc(Cl)cc(CSc2nnc(-c3sccc3-n3cccc3)o2)c1	-9	7%	2%	0%	7%[9.24 µM]	i	-1%	11%	-18%
62	Cc1cc(C)nc(NCCC(=O)O)n1	36	-56%	17%[11.3 µM]	17%	19%	i	6%	1%	16%
